MEKK2 WT-MEK5 = raises or lowers MEK5 binding to wildtype human MEKK2 PB1 domain | bead flow cytometry, Alexa488-MEK5 binding to MEKK2 WT; actives lie on both sides | binding response (% of control), % at 10 µM | hit rate 1.1% among 290,000; in the data active means binding response below about 67% or above about 130%
OXTR potentiate = potentiators of human oxytocin receptor; P30559; hit rate 0.061% among 320,000; activation, % at 3 µM; CHO-OTR cells, Fluo-8 calcium fluorescence, potentiator mode; 0% = oxytocin EC15, 100% = EC100;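 active means activation above that plate's cutoff, the mean activation of tested compounds plus 3 SD, cut at about 6.6% in these data, passing the limit was not always enough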;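 further: 100% uses oxytocin at 75 nM as the full agonist control; some results filed as inactive read as strong as hits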
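System: human OTR in CHO cells; Also added: sub-maximal oxytocin, roughly EC15; Timing: compound 6 min at room temperature before oxytocin, 100 s read; Technique: Fluo-8 intracellular calcium fluorescence, ex 470-495, em 515-575 nm; Controls: oxytocin EC15 low and EC100 high; Replication: singlicate.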
GPR7 antag = human neuropeptides B/W receptor 1 antagonism. GPR7-expressing cells, fluorescence antagonist assay. inhibition, % at 4.4 µM. hit rate 1.1% among 290,000. AID 1861. P48145; in the data active means inhibition above about 16%, passing the limit was not always enough;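 further: cells stimulated with the agonist NPW; 0% = agonist with vehicle and 100% = vehicle without agonist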
Target sequence (P48145 whole entry, looked up): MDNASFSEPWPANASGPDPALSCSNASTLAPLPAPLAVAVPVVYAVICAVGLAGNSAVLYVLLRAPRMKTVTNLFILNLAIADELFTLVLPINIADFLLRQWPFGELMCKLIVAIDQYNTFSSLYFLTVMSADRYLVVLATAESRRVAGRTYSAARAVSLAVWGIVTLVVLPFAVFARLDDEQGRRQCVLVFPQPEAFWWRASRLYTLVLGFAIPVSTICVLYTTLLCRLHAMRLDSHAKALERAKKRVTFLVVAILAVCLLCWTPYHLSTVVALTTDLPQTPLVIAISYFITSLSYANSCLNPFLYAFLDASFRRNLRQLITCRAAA
PfM18AAP inh = blocks P. falciparum M18 aspartyl aminopeptidase; hit rate 1.2% among 290,000; recombinant PfM18AAP, H-Glu-NHMec fluorogenic cleavage; inhibition, % at 7.35 µM; AID 1822;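 active means inhibition above the campaign mean inhibition over all tested compounds plus 3 SD, cut at about 28% in these data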;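 further: 0% = plate median of test compound wells and 100% = 2 mM ZnCl2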
V1R ag counter = counter-screen for oxytocin receptor agonists: human V1a receptor agonists. hit rate 0.25% among 320,000. P37288. CHO-V1R cells, Fluo-8 calcium fluorescence, agonist mode; 0% DMSO, 100% 3 nM vasopressin. activation, % at 3 µM;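 active means activation above the mean activation of all tested compounds plus 3 SD, per screening run, cut at about 20% in these data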;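 further: signal is peak over basal fluorescence ratio across a 100 second FLIPR read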
Target sequence (P37288 whole entry, looked up): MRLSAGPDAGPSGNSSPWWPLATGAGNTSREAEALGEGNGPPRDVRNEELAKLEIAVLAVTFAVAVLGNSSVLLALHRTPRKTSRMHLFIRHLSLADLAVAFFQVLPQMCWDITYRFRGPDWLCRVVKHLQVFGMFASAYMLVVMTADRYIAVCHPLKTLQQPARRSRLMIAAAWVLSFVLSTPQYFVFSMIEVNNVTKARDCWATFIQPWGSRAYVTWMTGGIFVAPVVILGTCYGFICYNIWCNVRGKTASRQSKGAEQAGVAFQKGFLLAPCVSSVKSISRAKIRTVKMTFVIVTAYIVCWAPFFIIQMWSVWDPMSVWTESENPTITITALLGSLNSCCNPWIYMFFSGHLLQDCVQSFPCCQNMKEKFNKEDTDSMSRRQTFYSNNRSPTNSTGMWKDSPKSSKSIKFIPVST
MEKK2 mut-MEK5 = signal of MEK5 binding to mutant human MEKK2 PB1 domain; bead flow cytometry, Alexa488-MEK5 binding to MEKK2 mutant; percent response, % at 10 µM; hit rate 0.35% among 290,000; AID 1530; in the data active means percent response above about 24%, passing the limit was not always enough; further: inactives centre near 1; some results filed as inactive read as strong as hits
OXTR agonist = human OXTR agonism | AID 2435 | P30559 | CHO-OTR cells, Fluo-8 calcium fluorescence; normalized: DMSO 0%, oxytocin 100% | activation, % at 3 µM | hit rate 0.32% among 320,000;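 active means activation above the mean of all tested compounds plus 3 SD, cutoff set per screening run, cut at about 20% in these data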;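 further: peak over basal fluorescence ratio from a 100 s FLIPR kinetic read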
NALP1 inh = NALP1 inhibition; inhibition, % at 10 µM; AID 2071; hit rate 0.61% among 280,000; S. cerevisiae NALP1/ASC/caspase-1 growth, X-gal OD620, 72 h; in the data active means inhibition mostly above about 24%, no sharp cut-off; inactive means mostly below about 32%; further: some compounds called inactive have numbers as strong as hits
GalR3 antag = human GalR3 antagonism | HEK293 GalR3-CNG cAMP membrane potential fluorescence; galR3 body fused to GalR1 C-terminus | hit rate 0.44% among 360,000 | inhibition, % at 3 µM;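 active means inhibition above the screen-wide average plus 3 SD, cut at about 13% in these data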;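 further: forskolin and galanin both at EC90 stimulate the cells; cAMP rise reported by CNG channel membrane potential dye signal; 0% = forskolin plus galanin with DMSO and 100% = forskolin alone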
Target sequence (O60755 1-299 limits assumed): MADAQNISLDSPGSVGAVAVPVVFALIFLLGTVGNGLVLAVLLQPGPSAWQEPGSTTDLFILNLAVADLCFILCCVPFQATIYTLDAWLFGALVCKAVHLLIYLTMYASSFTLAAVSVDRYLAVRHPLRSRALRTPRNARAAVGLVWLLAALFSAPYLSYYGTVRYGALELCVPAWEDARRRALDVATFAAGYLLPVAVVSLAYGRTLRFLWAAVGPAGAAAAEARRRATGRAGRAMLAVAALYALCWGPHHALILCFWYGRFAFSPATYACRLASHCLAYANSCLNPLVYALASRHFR
An asterisk follows results filed as active; · = no result given. An unsorted share of the library, and some 4.1% of all compounds hit somewhere here.

SMILES | MEKK2 WT-MEK5 | OXTR potentiate | GPR7 antag | PfM18AAP inh | V1R ag counter | MEKK2 mut-MEK5 | OXTR agonist | NALP1 inh | GalR3 antag
COc1ccc(CNC(=O)CCNS(=O)(=O)c2ccc(NC(C)=O)cc2)cc1OC | · | 2 | · | · | -0.1 | · | 1.1 | · | -5
COc1ccc(/C=N/OC/C(O)=C(\C#N)c2nc3ccccc3[nH]2)cc1OC | 102 | 1 | 18 | -2 | -0.8 | -2 | -1.8 | 15 | 0
COC(=O)c1sccc1NC(=O)CC1C(=O)NCCN1C(=O)c1ccc(F)cc1 (configuration not stated) | 101 | -3 | -10 | -7 | 0.5 | 1 | -0.7 | 14 | -3
CCOC(=O)Nc1ccc2c(c1)Nc1ccccc1S2 | 95 | -2 | -4 | -6 | -1.4 | 0 | -2.3 | 9 | -1
Cc1c(-c2ccccc2)oc2c(C(=O)N3CCN(c4ccccc4F)CC3)cccc2c1=O | 96 | -4 | 5 | 2 | 1.1 | -2 | -2.4 | 26 | -9
COc1ccc(C(C(=O)NCc2ccccc2)N(C(=O)c2snc(C(N)=O)c2N)c2ccccc2OC)cc1OC (configuration not stated) | 98 | -11 | -4 | 3 | 0.3 | 3 | -0.6 | 5 | -9
COc1cccc(/C=N/NC(=O)Cn2cnc3c2c(=O)n(C)c(=O)n3C)c1OC | 100 | 1 | -14 | -1 | 0.9 | 6 | -0.6 | 14 | -4
CC1CN(C(=O)COC(=O)c2cc([N+](=O)[O-])ccc2Cl)CC(C)O1 (configuration not stated) | 95 | -2 | -14 | -5 | 0.0 | -4 | -0.2 | 8 | 7
Cc1nn(-c2cc(C)c3ccccc3n2)c2c1CCC2 | 97 | 3 | -7 | 4 | -0.2 | -4 | 0.1 | 15 | -6
O=C(Nc1nonc1-c1ccc(F)cc1)c1ccco1 | 104 | 1 | -11 | 2 | 0.3 | 2 | -0.4 | 10 | -7
Cc1ccc2c(c1)COc1c3ccc(C(=O)NCC4CC4)cc3nn1-2 | 101 | -12 | · | · | -0.9 | -4 | -2.5 | -4 | -1
CN(C)S(=O)(=O)c1cccc(C(=O)N2CCN(C(=O)C3CCCO3)CC2)c1 (configuration not stated) | · | 0 | · | · | 0.2 | · | 1.2 | · | 1
CCOc1ccc(C(=O)N2CCC3(CC2)NCCc2[nH]cnc23)cc1OCC | 100 | 0 | -6 | 2 | 0.7 | 2 | -0.1 | 15 | -2
CCOc1cccc(OCCOCCn2cnc3ccccc3c2=O)c1 | 108 | -5 | -3 | -9 | 0.3 | 5 | -0.7 | 14 | -6
COC(=O)c1c(C)[nH]c(C)c1-c1ccccc1 | 100 | 2 | -5 | 2 | 0.2 | 5 | -2.0 | -2 | -2
CCCOc1ccc2c(=O)c(N3C(=O)c4ccccc4C3=O)c(C)oc2c1 | 88 | -7 | -8 | 2 | 0.7 | -5 | -1.8 | -11 | -5
COc1ccc(/C=N/OCc2ccc(Br)cc2)c(OC)c1 | 102 | -4 | -12 | -15 | 1.7 | 2 | 0.2 | 28 | -10
COc1ccc2nccc(C(N)=O)c2c1 | 91 | -1 | -16 | -4 | 0.1 | -21 | -0.5 | 7 | -4
O=C(CN1C(=O)C2CC=CCC2C1=O)NCC1COc2ccccc2O1 (configuration not stated) | 101 | -17 | 21 | 0 | 0.8 | 2 | 0.1 | -2 | -3
OC(CN1CCN(c2ccccc2)CC1)c1c[nH]c2ccccc12 (configuration not stated) | 100 | -13 | -6 | 5 | 3.0 | -3 | 5.0 | 22 | -2

As entered above:
Under MEKK2 mut-MEK5, COC(=O)c1c(C)[nH]c(C)c1-c1ccccc1 reads 5
Under OXTR agonist, CCOc1cccc(OCCOCCn2cnc3ccccc3c2=O)c1 reads -0.7
Under GalR3 antag, CCOc1ccc(C(=O)N2CCC3(CC2)NCCc2[nH]cnc23)cc1OCC reads -2
Under MEKK2 mut-MEK5, Cc1ccc2c(c1)COc1c3ccc(C(=O)NCC4CC4)cc3nn1-2 reads -4
Under PfM18AAP inh, COc1ccc2nccc(C(N)=O)c2c1 reads -4
Under OXTR potentiate, O=C(CN1C(=O)C2CC=CCC2C1=O)NCC1COc2ccccc2O1 (configuration not stated) reads -17
Under GalR3 antag, COc1ccc(/C=N/OCc2ccc(Br)cc2)c(OC)c1 reads -10

One compound at a time (already shown):
`COc1ccc2nccc(C(N)=O)c2c1` reads MEKK2 WT-MEK5 = 91; OXTR potentiate = -1; GPR7 antag = -16; PfM18AAP inh = -4; V1R ag counter = 0.1; MEKK2 mut-MEK5 = -21; OXTR agonist = -0.5; NALP1 inh = 7; GalR3 antag = -4
`COC(=O)c1c(C)[nH]c(C)c1-c1ccccc1` reads MEKK2 WT-MEK5 = 100; OXTR potentiate = 2; GPR7 antag = -5; PfM18AAP inh = 2; V1R ag counter = 0.2; MEKK2 mut-MEK5 = 5; OXTR agonist = -2.0; NALP1 inh = -2; GalR3 antag = -2

Further compounds follow:
SMILES | MEKK2 WT-MEK5 | OXTR potentiate | GPR7 antag | PfM18AAP inh | V1R ag counter | MEKK2 mut-MEK5 | OXTR agonist | NALP1 inh | GalR3 antag
CCOC(=O)N1CCC(NS(=O)(=O)c2ccc3c(c2)C(C)(C)C(=O)N3C)CC1 | 93 | -7 | 1 | 1 | -0.7 | -6 | 0.0 | 6 | -3
CC(C)CNc1c(N)c(=O)oc2ccccc12 | 102 | 0 | -1 | 19 | 0.0 | 4 | -1.0 | -3 | -9
CC(C)c1ccccc1OS(N)(=O)=O | 108 | -9 | -4 | 0 | 0.9 | 9 | 1.2 | 21 | -7
OCCN(Cc1ccccc1)CC(O)COc1ccc2c(c1)OCO2 (configuration not stated) | 108 | -3 | -5 | 2 | 0.5 | 5 | 1.6 | 12 | -10
CC(C)(C)Cc1nnc(NC(=O)CN2C(=O)c3ccccc3C2=O)s1 | 93 | -4 | 1 | 0 | 0.5 | -4 | 5.2 | 10 | -1
O=C(Nc1nnc(C2CC2)s1)C1COc2ccccc2O1 (configuration not stated) | 88 | -5 | 3 | -1 | -1.1 | -8 | -0.8 | -3 | -1
O=C(COC(=O)c1n[nH]c2ccccc12)c1cc(F)ccc1F | 96 | -5 | -6 | 6 | 3.6 | -4 | 4.0 | -7 | 1
CCN(CC)c1ccc2cc(-c3nc4ccccc4[nH]3)c(=O)oc2c1 | 69 | -14 | 28* | 2 | 288* | 5 | 323* | 41 | ·
O=C(c1ccco1)N1CCN(S(=O)(=O)c2ccc3c(c2)OCCO3)CC1 | 104 | 1 | 11 | 0 | 2.3 | 3 | -1.0 | 1 | 1
c1ccc(Nc2ccnc(Nc3ccccc3)n2)cc1 | 114 | -11 | -15 | 0 | 2.5 | 8 | 1.4 | -2 | -7
NS(=O)(=O)c1ccc(NN=C2CCN(Cc3ccccc3)CC2)c([N+](=O)[O-])c1 | 101 | -13 | -11 | 12 | 9.0 | -2 | 7.0 | 16 | -4
Cc1cccc(-c2noc(CCC(=O)Nc3ccc(C(N)=O)cc3)n2)c1 | 96 | -11 | 7 | 3 | 6.9 | -16 | 4.5 | · | -6
Cc1ccc(NC(=O)CSc2n[nH]c(=O)n2C2CC2)cc1S(=O)(=O)N1CCOCC1 | 99 | -1 | -11 | -2 | 0.2 | -2 | -0.4 | 3 | -3
Cc1cccc(NC(=O)c2cc(NC(=O)C3CC=CCC3C(=O)O)ccc2N2CCOCC2)c1 (configuration not stated) | 104 | -5 | -13 | 2 | -0.7 | 5 | -0.2 | · | -4
Nc1nc(-c2ccc3c(c2)CCC(=O)N3)cs1 | 98 | -13 | -16 | -7 | 1.3 | -3 | 0.8 | 12 | -4
O=C1C2CCCN2C(c2ccccc2)N1c1ccc(F)cc1 (configuration not stated) | 100 | -3 | 0 | -2 | 0.5 | -2 | 0.1 | 24 | -3
CC12CC3(C)CC(C)(C1)CC(C(=O)NCc1cccnc1)(C2)C3 | 99 | 0 | 7 | -6 | 0.1 | -1 | -1.5 | 10 | -7
O=c1oc2ccccc2c2c1ncn2-c1ccccc1 | 95 | -3 | -9 | 2 | -0.6 | 2 | -0.7 | 24 | -10
O=P1(c2ccccc2)C=Cn2c1cc1c2CCCC1 (configuration not stated) | 104 | -4 | 21* | 11 | 0.0 | 4 | -0.3 | · | -4
O=C(NCCC1=CCCCC1)c1ccc(F)c(S(=O)(=O)N2CCOCC2)c1 | 98 | -16 | -12 | 2 | 4.4 | 4 | 1.6 | -3 | 2
CN(C)CCCN(C(=O)c1ccc2ccccc2c1)c1nc2cc3c(cc2s1)OCO3 | 142* | -5 | 7 | 2 | 2.3 | 24* | 3.2 | 14 | -5
CCOC(=O)c1nc(-c2ccccc2)oc1N1CCOCC1 | 94 | -9 | -6 | 5 | -0.9 | -6 | -1.1 | -5 | -5
COCCCNC(=O)c1cc(Nc2ccc(OC)cc2OC)nc2ccccc12 | 114 | -5 | -15 | 0 | 3.0 | 10 | 0.1 | 4 | -7
COc1cc2c(cc1N/C=C(\C#N)c1nc(-c3ccccc3)cs1)oc1ccccc12 | 100 | -8 | -24 | 0 | -1.0 | -2 | -0.1 | 2 | -3
O=S(=O)(NCCc1ccc(Cl)cc1)c1cccc2cccnc12 | 107 | -11 | -3 | -4 | -0.6 | 5 | -1.4 | -1 | -7
C[C@H]1CN([C@@H](C)CO)C(=O)c2cccc(NC(=O)Nc3ccc(F)cc3)c2O[C@@H]1CN(C)Cc1ccc(C(=O)O)cc1 | · | -6 | · | · | 0.5 | · | 0.6 | · | -2
CC(C)(C)C1CCc2onc(C(=O)NCc3ccc(F)cc3)c2C1 (configuration not stated) | · | 1 | -15 | -7 | -0.9 | · | -1.2 | 1 | 4
O=C(O)CNc1nc(-c2ccccc2)c2cc([N+](=O)[O-])ccc2n1 | 106 | 4 | -10 | -2 | 0.3 | 1 | 0.9 | 26 | 0
CC1CN(C2CCN(S(=O)(=O)c3ccccc3)CC2)CC(C)O1 (configuration not stated) | 103 | 0 | -17 | -7 | 0.1 | 0 | 0.5 | 22 | 8
Cc1ccc2c(cnn2C(=O)CCC(=O)N2CCCCC2)c1 | 104 | -7 | -11 | 2 | -0.2 | 2 | -0.8 | 13 | ·
Cc1cccc(NC(=O)c2cccc(C(=O)Nc3cccc(C)n3)c2)n1 | 104 | -7 | -14 | 1 | 0.2 | 7 | -0.2 | 6 | 5

Ordered by the number under GPR7 antag (lowest first): three of the compounds above
SMILES	MEKK2 WT-MEK5	OXTR potentiate	GPR7 antag	PfM18AAP inh	MEKK2 mut-MEK5	NALP1 inh	GalR3 antag
CC(C)(C)C1CCc2onc(C(=O)NCc3ccc(F)cc3)c2C1 (configuration not stated)	·	1	-15	-7	·	1	4
Cc1cccc(NC(=O)c2cccc(C(=O)Nc3cccc(C)n3)c2)n1	104	-7	-14	1	7	6	5
CCOC(=O)c1nc(-c2ccccc2)oc1N1CCOCC1	94	-9	-6	5	-6	-5	-5

Screens from PubChem.
